RT RNaseH block = HIV-1 RT RNase H inhibitors, primary screen, biochemical, fluorescence; inhibition, % at 10 µM; RT-RNase H RNA/DNA duplex cleavage; Gag-Pol polyprotein (Human immunodeficiency virus type 1 group M subtype B (isolate …; AID 565, 2006; 1.9% of 65,000 active; in the data active = inhibition above about 50%
RmlC RmlD mix = RmlC and RmlD coupled enzyme inhibitors, primary screen, biochemical, 384-well, compound mixtures, retest; inhibition, % at 5.5 µM; AID 1532, 2009; RmlC/RmlD coupled enzyme inhibition, 384-well mixture HTS; 0.39% of 110,000 active; in the data active = inhibition above about 30%, passing the limit was not always enough; note: strong numbers were not always called active
Active calls of the source: *; / = not tested or not shown. This is a subset; the hit share may differ from the screen's.

molecule | RmlC RmlD mix | RT RNaseH block
O=C(O)COc1ccc(C(=O)Cc2ccc3c(c2)OCCCO3)c(O)c1 | -11.7 | -11.3
COc1ccccc1NS(=O)(=O)c1cc([N+](=O)[O-])ccc1N/N=C/c1c[nH]c2ccccc12 | -7.7 | /
Cn1nnnc1SCc1ccc(C(=O)Nc2ccccc2F)cc1 | 6.0 | /
O=C(NCc1ccc2c(c1)OCO2)c1ccc(N2CCCC2=O)cc1 | 6.6 | /
COC(=O)c1c[nH]n2c(=O)c(Cc3ccc(F)cc3Cl)c(C)nc12 | -6.2 | -3.8
COC(=O)Cn1cc(C(=O)c2cccs2)c2ccccc21 | 12.3 | -6.3
CCOc1ccc(NC(=O)CCNS(=O)(=O)c2ccc(Br)s2)cc1 | -43.7 | /
CC1=C(C#N)C(C)C2=C(CC(C)(C)CC2=O)N1 (stereo unspecified) | 17.3 | -8.8
COc1cccc(OC)c1C(=O)N1CCN(Cc2ccccc2C(F)(F)F)CC1 | -11.8 | 5.6
Cn1c(=O)[nH]c(=O)c2c1nc(SCCN1CCCCC1)n2Cc1ccccc1 | -2.2 | -14.1
Cc1ccc(S(=O)(=O)c2c(N)n(CCCO)c3nc4ccccc4nc23)cc1 | 51.0 | /
COc1ccc(Cn2nnnc2C(c2cccs2)N2CCN(c3ccc([N+](=O)[O-])cc3)CC2)cc1 (stereo unspecified) | 2.1 | /
CCc1ccc2c(c1)c1nc(C)sc1n2CC(=O)OC | -8.2 | /
C=CCn1c(SCC(=O)c2ccc(Br)cc2)nnc1C(CC(C)C)NC(=O)c1cccs1 (stereo unspecified) | -7.6 | /
Cc1nc2ccccc2c(=O)n1/N=C/c1ccccc1 | 4.0 | /
O=C(COc1ccc(Cl)cc1Cl)Nc1ccc(Cl)cn1 | 1.3 | -22.0
COc1cc(CCC(O)CC(=O)CCc2ccccc2)ccc1O (stereo unspecified) | 4.7 | /
Cc1nn(C)c(C)c1NC(=O)c1ccc(S(=O)(=O)N(C)C)cc1 | 6.0 | 2.7
CCOC(=O)c1nc(Nc2ccc(C(=O)O)cc2)c2ccccc2n1 | 4.0 | -32.5
O=C(NC1=NCCS1)c1ccc(-c2ccc(Cl)cc2)o1 | 34.5 | -13.0
O=C(Nc1ccc(F)cc1)NC1(C(=O)NCc2cccs2)CCCCC1 | 2.3 | /
O=C1COc2ccc(C(=O)CSc3nnnn3-c3ccccc3)cc2N1 | -6.1 | -26.5
CCOc1ccc(N(CC(=O)NC2CCCCCC2)S(=O)(=O)c2c(C)noc2C)cc1 | -17.0 | 33.3
Cc1ccc(N(C(=O)c2csnn2)C(C(=O)NC(C)(C)C)c2ccncc2)cc1 (stereo unspecified) | 3.4 | /
Cc1nnc(SCC(=O)N2CCC(C(N)=O)CC2)s1 | -4.8 | -3.2
O=C(COC(=O)CCOc1ccccc1)Nc1ccc(Cl)cn1 | -8.9 | 3.0
COc1cccc(/C=N/n2cncn2)c1OCC#N | -1.6 | -10.3
CC(C)[C@H](NC(=O)NC1CCCC1)C(=O)O | -0.6 | -10.7
CCOc1cc(C(=O)N2CCN(c3ccc(C(C)=O)cc3)CC2)cc(OCC)c1OCC | 12.0 | 5.7
CC(C)Oc1ccc(C(=O)Nc2ccccc2N2CCCC2)cc1 | 7.1 | /

A section from the list above, for reference:
molecule | RmlC RmlD mix | RT RNaseH block
Cc1ccc(N(C(=O)c2csnn2)C(C(=O)NC(C)(C)C)c2ccncc2)cc1 (stereo unspecified) | 3.4 | /
Cc1nnc(SCC(=O)N2CCC(C(N)=O)CC2)s1 | -4.8 | -3.2
O=C(COC(=O)CCOc1ccccc1)Nc1ccc(Cl)cn1 | -8.9 | 3.0
COc1cccc(/C=N/n2cncn2)c1OCC#N | -1.6 | -10.3
CC(C)[C@H](NC(=O)NC1CCCC1)C(=O)O | -0.6 | -10.7
CCOc1cc(C(=O)N2CCN(c3ccc(C(C)=O)cc3)CC2)cc(OCC)c1OCC | 12.0 | 5.7
CC(C)Oc1ccc(C(=O)Nc2ccccc2N2CCCC2)cc1 | 7.1 | /

(more compounds)
molecule | RmlC RmlD mix | RT RNaseH block
COCCOc1ccc(C(F)(F)F)cc1Nc1nc2ccccc2o1 | 9.1 | 56.5*
CCc1ccc(C(=O)/C=C/c2ccc([N+](=O)[O-])o2)cc1 | -38.8 | /
COC(=O)C(CCSC)NC(=O)c1cccc([N+](=O)[O-])c1 (stereo unspecified) | -1.4 | /
Cc1cc(NC(=O)COC(=O)c2cc3c(s2)CCC(C)C3)no1 (stereo unspecified) | -10.8 | 19.5
Fc1ccc(-n2nnc(-c3cccnc3)n2)cc1 | 0.3 | /
Cc1ccc2c(c1)N(CC(=O)N1CCCCC1c1cccnc1)C(=O)CO2 (stereo unspecified) | 6.6 | -14.3
CSc1ccccc1NS(=O)(=O)c1ccc2c(c1)OCCO2 | -0.9 | -68.7
Cc1cccc(NC(=O)CS(=O)(=O)Cc2ccccc2)n1 | 0.6 | /
O=C(NCCCO)c1ccc2[nH]c3ccccc3c2c1 | 11.5 | 4.7
COc1cc2c(=O)n(Cc3ccco3)c(=O)n(CC(=O)c3ccc(Br)cc3)c2cc1OC | -7.9 | -6.0
CN=C1SC(CC(=O)Nc2cc(Cl)ccc2Cl)C(=O)N1C (stereo unspecified) | 4.3 | -20.7
O=Cc1cn(-c2ccccc2)nc1-c1ccc2c(c1)OCCO2 | 58.6 | /
CCCNc1c(N)c(=O)oc2ccccc12 | 1.0 | /
COC(=O)c1c(NC(=O)C2CC2)sc2c1CCCC2 | -7.2 | -28.1
CCCCn1c(O)c(C(CC)=Nc2ccc(OCC)cc2)c(=O)[nH]c1=O | 9.1 | 17.0
COc1ccc(CC(NC(C)=O)C(=O)NC2CCN(S(=O)(=O)c3ccccc3)CC2)cc1OC (stereo unspecified) | -4.3 | 5.3
CCOc1ccc(C2C(C(=O)c3ccc(C)o3)=C(O)C(=O)N2CCCN(CC)CC)cc1 (stereo unspecified) | / | -10.3
CCN(CC)C(=O)CSc1nc2c(sc(=S)n2-c2ccccc2)c(=O)n1Cc1ccco1 | -3.7 | /
O=C(c1ccccc1NS(=O)(=O)c1ccc(Br)s1)N1CCCC1 | -5.1 | -6.3
COc1ccc(NS(=O)(=O)c2ccc(NS(=O)(=O)c3ccc(SC)cc3)cc2)c(OC)c1 | 6.1 | /
Cc1ccc(NC(=O)CN2C(=O)S/C(=C\c3cccn3C)C2=O)cc1 | -14.0 | /
Cc1ccc(SCc2ccc(C(=O)Nc3cccc([N+](=O)[O-])c3C)cc2)cc1 | 36.5 | /
COc1ccc(NC(=O)c2ccco2)cc1NC(=O)c1c(F)c(F)c(OC)c(F)c1F | 5.3 | 0.2
Cc1nn(C(C)C(=O)O)c(=O)c2c1sc1ccccc12 (stereo unspecified) | 89.0 | -7.5
O=S(=O)(Cc1ccc(Cl)cc1)c1ccccc1-c1nnc(-c2ccccc2)o1 | -11.6 | /
O=C1CC(=O)C(n2cncn2)C(c2cccc(Cl)c2)C1 (stereo unspecified) | 7.0 | /
CCN(CC)CCNC(=O)c1ccc(Cl)c(S(=O)(=O)Nc2ccc(Cl)cc2)c1 | -9.8 | /
CCN(CC)C(=O)C1CCN(S(=O)(=O)c2cccc3nonc23)CC1 | -6.8 | /
CN1C(=O)N(CN2CCCCC2)C2C1N(C)C(=O)N2CN1CCCCC1 (stereo unspecified) | 4.5 | -4.5
CCN1CCN(c2cc(C)c3cc(NC(=O)c4ccccc4F)ccc3n2)CC1 | -16.0 | /

Entries shown so far with a CF3 group:
molecule | RmlC RmlD mix | RT RNaseH block
COc1cccc(OC)c1C(=O)N1CCN(Cc2ccccc2C(F)(F)F)CC1 | -11.8 | 5.6
COCCOc1ccc(C(F)(F)F)cc1Nc1nc2ccccc2o1 | 9.1 | 56.5*

New compounds follow.
molecule | RmlC RmlD mix | RT RNaseH block
CCC(=O)n1nc(NCc2ccccc2OC)nc1NCc1ccccc1OC | 3.6 | -32.5
O=C(Nc1nnc(CCN2CCOCC2)s1)C1CCCCC1 | 18.6 | -7.9
CCOC(=O)c1c(NC(=S)NC(=O)c2ccc(Cn3cc(Cl)cn3)o2)sc2c1CCCCC2 | -5.4 | /
CCOc1ccccc1NC1=NCC(=O)N1Cc1ccc(F)cc1 | -9.0 | -16.7
Cc1cc(Nc2ccccc2)nn1C(=O)c1ccc([N+](=O)[O-])cc1 | 8.0 | /
COc1ccc2nc(NC(=O)CCN3C(=O)c4ccccc4C3=O)sc2c1 | -7.0 | /
N#Cc1c(F)cccc1N1CCOCC1 | 6.2 | -41.6
O=C(CSc1nc2ccsc2c(=O)n1Cc1ccccc1)NCc1ccco1 | 10.8 | -15.0
CCCc1cc(C(=O)Nc2cc(OC)c(Cl)cc2OC)no1 | / | -4.2
O=C(O)CCC(=O)Nc1ccccc1C(=O)Nc1ccccc1 | -10.2 | /
COC(=O)C1=C[C@@H](C(=O)OC)[C@@H]2C3=C(C(=O)[C@]2(C)NC(=O)c2ccccc2)[C@H](C)n2c(=O)n(-c4ccccc4)c(=O)n2[C@@H]3C1 | -5.8 | /
Clc1ccc(CSc2nnc([C@@H]3CCCN3)o2)cc1 | -4.1 | -9.1
COc1cc2c(=O)n(Cc3ccccc3)c(=O)n(CC(=O)NCC3CCCO3)c2cc1OC (stereo unspecified) | -9.7 | -6.1
CCCCn1nnc(NC(=O)CC23CC4CC(CC(C4)C2)C3)n1 | / | 2.6
CCOC(=O)C1=C(C)Nc2ncnn2C1c1ccc2c(c1)OCO2 (stereo unspecified) | 5.5 | -12.4
CC1CCN(S(=O)(=O)c2cc(Cl)ccc2Br)CC1 | 31.1 | -68.7
COCCn1c(SCC(=O)N2CCCCC2)nc2ccccc2c1=O | -10.5 | -19.5
O=C(O)C1CCC(=O)N(C2CCCCC2)C1c1ccccc1 (stereo unspecified) | -0.6 | /
CC(/C=C/c1ccc2c(c1)OCO2)=N\NC(=O)c1cccc([N+](=O)[O-])c1 | -12.3 | /
Oc1cc2ccccc2cc1-c1n[nH]c(=S)o1 | -6.8 | 35.1
COc1ccccc1-c1cc(C(F)(F)F)nc(S(=O)(=O)CCCC(=O)N2CCCCC2C)n1 (stereo unspecified) | 1.8 | 4.8
COC(=O)c1c(-c2ccc(F)cc2)csc1NC(=O)c1ccco1 | -11.8 | 7.7
CCn1c(Cn2nnc(-c3ccccc3)n2)nnc1SCc1ccc(Cl)c(Cl)c1 | -14.4 | -3.8
Cc1ccc(OCCSc2nnc(NC(=O)c3ccco3)s2)cc1 | 16.8 | -2.5
COc1ccc(NC(=O)c2c(-c3ccccc3Cl)noc2C)c(OC)c1 | -10.5 | -13.9
CCOC(=O)N1CCN(C(=O)c2cc3c(=O)n(C)c4ccccc4c3n2C)CC1 | 4.4 | 23.6
CCOc1ccc(N2C(=O)Nc3ccccc3C2(O)C(=O)NCc2ccc3c(c2)OCO3)cc1 (stereo unspecified) | 2.7 | /
Cc1cc2c(c(=O)o1)C(Cc1ccccc1)C(C#N)=C(N)O2 (stereo unspecified) | 100.7 | -8.1
CCOc1ccc(/C=N/NC(=O)COc2ccccc2-c2ccccc2)cc1 | -7.6 | /
CCN(Cc1ccccc1)S(=O)(=O)c1nc2nc(C)c(C)c(C)n2n1 | 7.9 | -9.7
O=C(Cn1cc(C(=O)c2cccs2)c2ccccc21)NCc1ccc2c(c1)OCO2 | 5.8 | -7.2
COc1cccc(OC)c1C1=NCC(=O)Nc2c1oc1ccc(Br)cc21 | -5.4 | -13.3
CCCCc1ccc(NC(=O)CSC2=C(C#N)C(c3ccco3)C3=C(CCCC3=O)N2)cc1 (stereo unspecified) | / | 40.2
CCOc1ccccc1NC(=O)c1ccc(S(=O)(=O)N(C)C)cc1 | -7.0 | /
C/C(=C\C(=O)c1ccc(Cl)cc1)NCc1ccc2c(c1)OCO2 | 6.7 | /
O=C(NCCCN1CCOCC1)C1Nc2ccc(OC(F)(F)F)cc2C2C=CCC12 (stereo unspecified) | 9.7 | /
O=C(NCC1CC1)c1cc(-c2ccccc2)nn1CC1CC(c2cccnc2)=NO1 (stereo unspecified) | -11.4 | /
CC(=O)c1cnc(Nc2nc(C)c3cccc(C)c3n2)nc1C | / | -4.9
O=C(Nc1cccc(C(F)(F)F)c1)C1CCCN(S(=O)(=O)c2cnc[nH]2)C1 (stereo unspecified) | -6.9 | -5.0

Screening data deposited in PubChem by several laboratories.
